GPR35 antagonists: inhibition of zaprinast-stimulated GPR35 beta-arrestin translocation – imaging, U2OS, beta-arrestin-GFP, zaprinast agonist, primary screen (AID 2058) | U2OS GPR35 beta-arrestin-GFP translocation imaging, zaprinast antagonism; higher % means a stronger effect | inhibition, % at 10 µM, or IC50 in µM where a hit was titrated | hit rate 0.052% among 290,000;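 active means inhibition of at least 50% with at least 30 cells and total cytoplasm GFP at most 10,000,000; inconclusive means under 30 cells or total GFP of 10,000,000 plus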
NTR1 agonist: agonists of NTR1, primary screen, imaging, U2OS cells, beta-arrestin-GFP, high content (AID 493036). NTR1-U2OS beta-arrestin-GFP spot imaging, agonist mode. activation, % at 20 µM. hit rate 0.17% among 330,000;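 active means activation at or above 40% of the spot to cytoplasm intensity ratio, with at least 20 cells analyzed; inconclusive means wells under 20 cells, flagged as cytotoxic or low count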;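 further: 0% = DMSO without peptide and 100% = 100 nM NTR1 peptide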
Target sequence (P30989 whole entry, looked up): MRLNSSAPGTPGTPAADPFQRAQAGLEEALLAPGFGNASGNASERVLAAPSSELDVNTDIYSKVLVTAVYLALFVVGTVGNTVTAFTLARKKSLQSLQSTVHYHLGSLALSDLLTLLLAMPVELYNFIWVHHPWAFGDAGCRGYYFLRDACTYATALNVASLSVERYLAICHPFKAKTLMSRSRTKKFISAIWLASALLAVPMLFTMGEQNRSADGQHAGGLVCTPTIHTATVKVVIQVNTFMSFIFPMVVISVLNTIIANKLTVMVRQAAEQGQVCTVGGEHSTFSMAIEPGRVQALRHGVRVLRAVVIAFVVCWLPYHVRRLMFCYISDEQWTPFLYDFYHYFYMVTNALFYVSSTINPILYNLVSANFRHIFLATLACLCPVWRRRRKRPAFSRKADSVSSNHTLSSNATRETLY
KOR beta-arrestin-1: kappa opioid receptor activators – cell-based, luminescence, uHTS, primary screen (AID 1777); KOR beta-arrestin recruitment, luminescence; higher % means a stronger effect; activation, % at 10 µM, or EC50 in µM where a hit was titrated; hit rate 0.02% among 280,000; in the data active means activation above about 50%, passing the limit was not always enough; further: a part of the inactive calls stands beside numbers as strong as those of hits
GPR55 beta-arrestin: selective activators of receptor GPR55 – imaging, U2OS cells, beta-arrestin-GFP redistribution, primary screen (AID 1961); U2OS GPR55 beta-arrestin-GFP redistribution imaging; higher % means a stronger effect; activation, % at 10 µM, or EC50 in µM where a hit was titrated; hit rate 0.048% among 290,000;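 active means activation above 40% with more than 50 cells counted in the well; inconclusive means wells holding fewer than 50 cells, flagged as toxic or sparse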;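 further: U2OS osteosarcoma cells stably expressing GPR55 and beta-arrestin-GFP; plate controls were DMSO negative control for no effect and LPI positive control for full effect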
PhoP inhibition: PhoP-dependent GFP reporter repression – Salmonella Typhimurium, primary screen (AID 1863); S. Typhimurium PhoP-regulated promoter GFP reporter, 4 h; higher % means a stronger effect; hit rate 0.16% among 300,000; one-dose inhibition, % at 50 µM; IC50 in µM for titrated hits;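 active means inhibition over 29.93%, a cutoff 3 SD above the screen mean, later confirmed by dose response; inconclusive means inhibition over 29.93% but no dose response follow-up; inactive means inhibition at most 29.93% or unconfirmed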;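 further: 0% = low Mg2+ inducing control and 100% = high Mg2+ repressing control; strong numbers were not always called active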
West Nile virus CPE: inhibition of WNV-induced cytopathic effect – cell-based, CPE readout (AID 1621) | West Nile virus-infected cells, CPE inhibition; higher % means a stronger effect | one-dose CPE inhibition, % at 10 µM; IC50 in µM for titrated hits | hit rate 0.02% among 290,000; in the data active means a potency from the dose series; inconclusive means CPE inhibition mostly from about 3.7% at the one dose, without a potency; inactive means the rest, 99 in 100 with CPE inhibition below about 2.2%; further: strong numbers were not always called active
KOR beta-arrestin-2: KOR antagonists, beta-arrestin recruitment, cell-based, luminescence, uHTS (AID 1778). hit rate 0.091% among 290,000. KOR beta-arrestin recruitment, luminescence, antagonist mode; higher % means a stronger effect. one-dose inhibition, % at 10 µM; IC50 in µM for titrated hits; in the data active means inhibition above about 50%; further: strong numbers were not always called active
GPR55 LPI antagonism: GPR55 antagonists blocking LPI-driven arrestin recruitment, primary screen, imaging, U2OS, beta-arrestin-GFP, LPI agonist (AID 2013); U2OS GPR55 beta-arrestin-GFP translocation imaging, LPI antagonism; higher % means a stronger effect; hit rate 0.13% among 290,000; inhibition, % at 10 µM, or IC50 in µM where a hit was titrated;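 active means spots per cell inhibited over 60%, with over 100 cells counted and total cytoplasm intensity under 500,000; inconclusive means wells with under 100 cells, flagged as likely toxic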;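 further: U2OS cells stably carrying GPR55 and arrestin-GFP stimulated by 5 µM LPI near EC80; imaged beta-arrestin-GFP aggregate spots per cell after agonist stimulation; plate controls were LPI-stimulated DMSO wells for no effect and DMSO wells without LPI for full effect; some results filed as inactive read as strong as hits; confirmed hits need IC50 under 10 µM and bright autofluorescent wells are also inconclusive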
T cell modulator: T cell immune modulation candidate; 2C CD8+ T cell-vesicle binding, flow cytometry; stronger effect = lower value; calls only at 7 µM; hit rate 0.068% among 330,000; AID 2052;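 active means response, share of CD8 T cells binding vesicles, and their 90th percentile fluorescence all below set limits, cut at about 80% in these data, passing the limit was not always enough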
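System: murine 2C transgenic CD8+ T lymphocytes; also added: QL9-loaded Drosophila micro-vesicles; times: binding 1.5 h at 37 °C; measured by: flow cytometry, PE anti-B7-1 (FL2) versus Alexa647 anti-CD8 (FL8), PFA-fixed; control set: Peptide-free naked vesicles (low) and QL9 vesicles with 0.7% DMSO vehicle (high)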
T cell modulator vesicle-bound %: recorded beside T cell modulator, whose call it bears; double positive events, %; measured here: CD8+ vesicle-bound cell fraction;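 binding gate set so that unloaded-vesicle control wells show 10% double positive cells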
NTR1 agonist cell count 20 µM: also measured in NTR1 agonist; calls as there; cell count; measured here: cell count, cytotoxicity flag
* hit, by the source's call; i = inactive; ? = inconclusive; . = not tested or not shown; [ ] = remark or other dose.

SMILES	GPR35 antagonists	NTR1 agonist	NTR1 agonist cell count 20 µM	KOR beta-arrestin-1	GPR55 beta-arrestin	PhoP inhibition	West Nile virus CPE	KOR beta-arrestin-2	GPR55 LPI antagonism	T cell modulator	T cell modulator vesicle-bound %
CC1=C(C(N)=O)C(c2cccs2)NC(=O)N1 (centres undefined)	0%	-0.5	67	-2.8%	-0.1%	-7%	0.1%	15%	1%	i	42
Cc1cc2n(n1)SC(Nc1cccc3ccccc13)N2 (centres undefined)	3%	9.8	99	7.2%	1.0%	15%	-0.2%	-69%	12%	i	10
O=C(Nc1ccc(F)cc1)c1ccc(CN2CCc3ccccc3C2)cc1	3%	-0.3	78	-0.4%	-0.1%	1%	-0.8%	-5%[20 µM]	-6%	i	57
c1c2c(cc3sc(N4CCOCC4)nc13)OCCO2	-14%	-1.5	80	-5.2%	0.4%	10%	0.2%	10%	7%	i	10
CCOC(=O)C(=O)N1CCC(Cc2ccccc2)CC1	2%	0.6	54	-1.3%	-0.5%	-12%	-0.7%	32%	5%	i	53
Cc1ccc(S(=O)(=O)N2CCCC(C)C2)cc1 (centres undefined)	2%	-0.6	68	-4.8%	0.0%	6%	-0.3%	-24%[20 µM]	-2%	i	57
CCCCNCC1C(Oc2ccc(Cl)cc2)C(=O)N1c1ccccc1C (centres undefined)	-15%	-0.7	104	-1.3%	0.4%	2%	-1.7%	25%	20%	i	53
COC(=O)C1=C(N)OC2=C(C(=O)CC(C)(C)C2)C1c1cccs1 (centres undefined)	12%	-1.6	81	2.0%	-0.2%	14%	-0.4%	-7%	5%	i	14
CCOC(=O)c1sc(=NC(=O)c2ccccc2Br)n(C)c1C	-8%	0.3	56	4.6%	-0.2%	-7%	-0.6%	-13%	21%	i	24
Cc1nn(C)cc1C(C)NC(=O)c1cc(COc2ccc(F)c(F)c2)on1 (centres undefined)	13%	2.6	52	-2.9%	-0.1%	0%	0.8%	-4%	1%	i	12
O=C(NNS(=O)(=O)c1ccc2ccccc2c1)c1cccnc1	14%	0.2	45	-0.3%	0.3%	-5%	0.3%	-11%	4%	i	52
C=CCn1c(SCc2nc3ccccc3c(=O)[nH]2)nc2scc(C3CC3)c2c1=O	8%	19	46	-0.9%	-0.1%	-2%	0.3%	1%	15%	i	48
Cc1nc2nc(CC(=O)O)[nH]n2c(=O)c1[N+](=O)[O-]	9%	0.0	53	-1.4%	1.0%	-3%	0.1%	-2%	2%	i	54
Cc1ccc(C(=O)NCCNC(=O)c2ccc(C)o2)o1	-2%	0.3	44	-1.8%	-0.1%	-6%	0.4%	5%	0%	i	41
COc1ccccc1N1CCN(C(=O)CCc2c[nH]c3ccccc23)CC1	10%	-0.1	47	-1.9%	-0.5%	-1%	1.3%	-6%	7%	i	25
COc1ccccc1CCNC(=O)c1cnn2c(C(F)F)cc(C)nc12	3%	0.8	89	-2.9%	-0.1%	4%	-0.5%	8%	6%	i	34
COc1cccc(OCCn2cc(C=O)c3ccccc32)c1	6%	1.2	61	7.6%	-0.2%	11%	-0.1%	-22%[20 µM]	8%	i	37
COc1ccc(-c2ccc3oc(-c4ccc(OC)cc4)c(C#CCCO)c3c2)cc1	.	20	63	.	.	12%	-0.1%	.	.	i	24
Cc1c(C(=O)O)oc2c1/C(=N\O)CCC2	-6%	7.9	31	6.4%	0.8%	-4%	0.6%	-40%	1%	i	46
O=C(Nc1ccc(Cl)cc1)c1cccc(N2C(=O)C3C4CCC(C4)C3C2=O)c1 (centres undefined)	6%	1.1	46	1.5%	0.2%	4%	-1.6%	16%	10%	i	38
Cc1ccc(S(=O)(=O)Nc2ncc(C(F)(F)F)cc2Cl)cc1	-10%	0.6	82	0.7%	-0.1%	-1%	0.2%	-44%[20 µM]	-2%	i	35
Cc1ccc(NC(=O)[C@H](NC(=O)[C@@H]2Cc3ccccc3CN2)c2ccccc2)c(C)c1	0%	0.6	72	8.8%	0.3%	1%	-0.8%	-32%	7%	i	11
Cc1cc(C(=O)CCl)c(C)n1CC1COc2ccccc2O1 (centres undefined)	5%	18	42	0.0%	0.7%	5%	-0.8%	7%	23%	i	30
O=P(O)(CP(=O)(c1ccccc1)c1ccccc1)c1ccccc1O	-2%	0.0	58	4.4%	0.2%	-2%	0.2%	-11%	-1%	i	51
O=C(NCc1cccnc1)c1cc2nc(-c3cccs3)cc(C(F)(F)Cl)n2n1	-11%	0.8	60	0.2%	-0.2%	3%	-0.4%	-8%	-16%	i	61
Cn1c(/N=C/c2c[nH]c3ccccc23)nc2ccccc21	14%	1.4	51	1.3%	0.3%	11%	-0.2%	-20%	-4%	i	43
COc1cc(C2SCCS2)cc(Br)c1Oc1ncccc1[N+](=O)[O-]	-5%	4.0	49	2.1%	1.0%	-17%	-0.7%	2%	7%	i	13
Cc1nc(NCCN2CCOCC2)c2nnn(Cc3ccccc3Cl)c2n1	10%	-0.9	73	-5.8%	0.2%	6%	-0.6%	-172%	13%	i	24
COc1ccc(CCNS(=O)(=O)c2ccc3c(c2)CC(C)N3C(C)=O)cc1OC (centres undefined)	-15%	1.3	61	7.6%	-0.1%	-1%	.	2%	-12%	i	54
CCOC(=O)C(=NCCOC)NNc1cc(Cl)ccc1Cl	8%	3.5	76	-1.8%	-0.2%	-2%	-0.2%	-26%	1%	i	48
O=C(COc1ccc2cc(-c3ccccc3)c(=O)oc2c1)NCC1CCC(C(=O)O)CC1 (centres undefined)	1%	-3.3	102	-6.4%	-0.2%	-7%	0.9%	4%[20 µM]	1%	i	23
Cc1ccc(C2=[N+]([O-])C(C)(C)CC2)cc1	2%	0.1	67	-5.9%	-0.1%	-9%	-0.3%	.	11%	i	22
O=C(Nc1ccc2c(c1)OCCO2)NC12CC3CC(CC(C3)C1)C2	0%	1.0	92	3.3%	-0.1%	-7%	-0.3%	-79%	-7%	i	53
COc1cccc(C(=O)NNC(=O)C(=O)Nc2ccc(C)c(Cl)c2)c1	-5%	2.0	50	0.4%	.	1%	-0.6%	18%	6%	i	21
OCCNC(=S)Nc1cc(Cl)cc(Cl)c1	15%	-1.9	31	-0.2%	-0.2%	-3%	-0.6%	15%	3%	i	54
FC(F)Sc1ccc(-n2cc(-c3ccccc3)[n+]3c2CCC3)cc1	4%	0.4	60	-2.9%	-0.1%	-1%	?	-12%	8%	i	50
COc1ccccc1CNC(=O)CNC(=O)N1CC(=O)Nc2ccccc21	3%	0.0	63	2.4%	-0.1%	0%	-0.4%	5%	11%	i	58
COc1ccc(CNC(=O)CN2CCC(C(=O)c3ccc(OC)cc3)CC2)cc1	14%	1.0	69	1.7%	0.3%	14%	-0.7%	-4%	5%	i	54
O=C(NCCCc1ccccc1)C1CC(=O)N(c2ccc3c(c2)OCCO3)C1 (centres undefined)	-8%	2.4	77	-2.1%	0.3%	-6%	-0.3%	36%	-2%	i	11
CC(C)(C)c1[nH]nc2c1C(C1C=CCCC1)C(C#N)=C(N)O2 (centres undefined)	-3%	1.9	79	11%	-0.1%	5%	0.5%	10%	4%	i	54
CCCCc1oc2c(c(=O)c1C)C(=O)CC(c1ccccc1)C2 (centres undefined)	-6%	0.6	55	-3.5%	-0.1%	10%	0.1%	-19%	21%	i	37
COCCCNc1nc2c(-c3cccc(C)c3)nnn2c2ccc(Cl)cc12	-19%	5.4	99	2.2%	-0.3%	3%	-0.7%	-16%	-1%	i	49
OC1(C#CCN2CCOCC2)CCCCC1	6%	-0.2	83	-1.3%	0.7%	4%	0.3%	30%	9%	i	48
CCOC(=O)c1c(C)[nH]c(N=Nc2ccccc2)c1C	9%	11	34	-2.1%	-0.1%	4%	0.3%	13%	2%	i	28
COc1ccc(N2CCN(C(=O)C3CCCN(S(=O)(=O)c4c(C)noc4C)C3)CC2)cc1 (centres undefined)	7%	1.6	66	-0.9%	-0.2%	3%	-0.2%	44%	-2%	i	39
CC(=O)Nc1ccc2nc(NS(=O)(=O)c3ccc(C)cc3)sc2c1	-7%	-0.8	54	2.1%	0.0%	-9%	0.9%	-16%	-2%	i	59
COC(=O)c1ccc(/C=C2/C(=O)Oc3ccccc32)cc1	-17%	2.2	9	5.6%	-0.2%	-6%	0.2%	-178%	0%	i	35
Cc1ccc(-c2nnc(COC(=O)c3cccs3)o2)cc1	-21%	0.1	58	3.0%	0.2%	10%	0.0%	-22%	9%	i	20
Oc1ccc(N=Nc2nc(-c3ccccc3)c(-c3ccccc3)[nH]2)cc1	-14%	18	51	-7.6%	0.9%	2%	1.5%	32%	-6%	i	41
COc1cc(/C=C(/C#N)c2nc(-c3cc4ccccc4oc3=O)cs2)cc([N+](=O)[O-])c1O	0%	.	.	2.9%	0.6%	-8%	-0.2%	-151%	4%	.	.
COc1ccc(S(=O)(=O)N2N=C(c3ccc(NS(C)(=O)=O)cc3)CC2c2ccco2)cc1 (centres undefined)	-4%	1.7	71	5.3%	0.4%	0%	0.6%	-24%	-16%	i	48
Cc1ccc(C)c(N(CC(=O)NC2CCCCC2)C(=O)c2snc(C(N)=O)c2N)c1	5%	1.0	42	-3.4%	0.1%	-1%	-0.8%	0%	-6%	i	33
O=C(COC(=O)c1ccccc1Nc1ccccc1F)c1ccccc1	1%	3.5	59	1.7%	0.2%	-6%	0.6%	35%	10%	i	40
COc1cccc(C(=O)COC(=O)C(C)N2C(=O)c3ccccc3C2=O)c1 (centres undefined)	10%	-0.7	50	4.3%	0.3%	2%	-0.3%	10%	7%	i	19
Cc1cc(NC(=O)CSc2nnc(C3CC3)n2N)c([N+](=O)[O-])cc1C	-3%	0.2	30	2.2%	-0.3%	10%	-0.2%	5%	-5%	i	10

Bioassay records as filed in PubChem BioAssay.

Compounds were not picked by outcome, and some 0.62% of all compounds hit somewhere here.
